# Growth percent in the NCI-60 one-dose screen (48 h, 10 µM unless noted): 100 = growth as untreated, 0 = no growth, -100 = all killed.
# UACC-62 = UACC-62 melanoma; actives 5.4% (n = 81,000); AID 1794756
# SK-MEL-2 = SK-MEL-2 melanoma; actives 4.7% (n = 77,000)
# SK-MEL-5 = SK-MEL-5 melanoma | actives 6.4% (n = 80,000)
# M14 = M14 melanoma. actives 6.2% (n = 80,000). AID 1794745
# MALME-3M = MALME-3M melanoma; actives 5.8% (n = 78,000); AID 1794766
# MDA-MB-435 = MDA-MB-435 melanoma. actives 7.8% (n = 82,000)
# UACC-257 = UACC-257 melanoma; actives 4.4% (n = 78,000); AID 1794764
# SK-MEL-28 = SK-MEL-28 melanoma | actives 4.1% (n = 81,000)
# Numbers without * were called inactive; / = no result given; & = joins results of further samples. Rule for the calls: active = growth percent below 10; inactive = the rest.
SMILES,UACC-62,SK-MEL-2,SK-MEL-5,M14,MALME-3M,MDA-MB-435,UACC-257,SK-MEL-28
CCC(=O)O[C@@H]1C[C@H](C)CC[C@H]1C(C)C,100,118,107,103,113,108,110,111
O=C(O)CSCc1ccccc1,100,114,101,104,105,113,95,104
COc1ccc2c(c1)CCC(c1nc3ccc(C)cc3[nH]c1=O)C2=O (centres undefined),83,121,96,93,83,108,104,106
ClC1=C(Cl)C(=C2C(Cl)=C(Cl)C(Cl)=C2Cl)C(Cl)=C1Cl,99,96,103,102,106,105,92,111
Cc1cc2nc(CN)[nH]c2cc1C,113,110,104,100,104,109,/,108
Cn1c(-c2c(N)n(Cc3ccc(C(F)(F)F)cc3)c3nc(C#N)c(C#N)nc23)nc2ccccc21,19,15,-10*,16,-24*,15,6.8*,29
CCOC(=O)c1nn(-c2ccc(C)cc2)c(=O)c2c(N)c(C#N)c(-c3ccccc3)c(S)c12,90,95,94,100,83,103,97,100
N#CC(C(=O)Nc1cccc(C(F)(F)F)c1)C(=S)Nc1ccccc1Cl (centres undefined),103,/,95,97,85,101,97,102
N#Cc1nc(-c2ccccc2)oc1S(=O)(=O)n1nc(-c2ccccc2)cc1N,92,114,101,94,87,96,89,98
O=C(Nc1cccc(Cn2c(=O)[nH]c3ccc(Oc4ncccn4)cc3c2=O)c1)c1ccc([N+](=O)[O-])cc1,74,94,78,101,99,94,91,96
CN(C)Cc1cc(C(=O)/C=C/c2ccc(N)cc2)cc(CN(C)C)c1O,90,90,102,93,105,130,115,111
COc1ccc(Nc2nnc(C(=O)c3c[nH]c4ccccc34)o2)cc1,90,100,99,101,110,108,96,115
Cc1ccc(NC2(C(N)=O)CCCC2)cc1,100&92,98,97&101,101&100,92,96&103,103&99,116&116
CC(=O)Oc1c(CBr)cccc1C(=O)O,106,121,103,105,111,98,100,107
O=c1ssc(Cl)c1-c1ccccc1,95,155,97,97,100,98,91,100
C#CCOC(=O)CCC(=O)OCC#C,/,/,99,98,/,103,94,112
O=C1C(=O)c2cc([N+](=O)[O-])ccc2-c2ccccc21,-94*,/,-100*,-90*,-83*,-79*,-95*,-97*
CC1=C(C(=O)O)N2C(=O)[C@@H](NC(=O)[C@H](N)C3=CCC=CC3)C2SC1 (some centres undefined),104,110,97,109,118,115,118,109
COc1ccc(/C=C/C(C)=N/OCC(=O)Nc2ccc(Cl)cc2)cc1,38,/,52,54,59,42,54,65
Cc1ccc(Nc2ncnc3c2c(C)nn3-c2ccc([N+](=O)[O-])cc2)cc1,92,107,93,81,85,96,93,98
CCN(CC)CCN1c2ccccc2Sc2c1ccc1ccccc21,61,87,88,57,94,42,104,87
CCCCCCCCCCCCOB(OCCCCCCCCCCCC)OCCCCCCCCCCCC,104,108,102,117,90,114,95,108
COC1C=CC(O)C(CO)O1 (centres undefined),106,111,94,99,102,119,93,116
COc1cc2c(cc1O)CC[C@@H]1[C@@H]2CC[C@]2(C)[C@@H](NCCN(C)C)CC[C@@H]12,/,-96*,/,-64*,-73*,-79*,-85*,/
N#C/C(=C\c1cccc(Cl)c1)c1cc2ccccc2[nH]1,69,105,88,82,95,100,94,99

# Remaining list, next part.
SMILES,UACC-62,SK-MEL-2,SK-MEL-5,M14,MALME-3M,MDA-MB-435,UACC-257,SK-MEL-28
COc1ccc(-c2nc(N=Nc3c(O)[nH]c4ccc(C)cc34)[nH]c(=O)c2C#N)cc1OC,103,103,/,100,104,100,105,114
CC1Cc2c(N(C)C)ncnc2N(C)c2ccc(Cl)cc21 (centres undefined),33,27,11,22,51,-32*,/,52
CC(=O)N[C@H](C(=O)N[C@@H](CCCNC(=N)N)C(=O)N[C@@H](CCCCN)C(=O)N[C@@H](CCCNC(=N)N)C(=O)NC(C(=O)N[C@@H](CC(C)C)C(=O)N[C@@H](CCCNC(=N)N)C(=O)N[C@]1(C)CCCCCC/C=C/CCC[C@@](C)(C(=O)N[C@H](C(=O)N[C@@H](CCC(=O)O)C(N)=O)C(C)C)NC(=O)[C@H](CCC(=O)O)NC(=O)[C@H](CCCNC(=N)N)NC(=O)[C@H](CCC(=O)O)NC(=O)[C@H](CCC(N)=O)NC(=O)[C@H](CC(C)C)NC(=O)[C@H](CC(C)C)NC1=O)[C@@H](C)O)C(C)C (some centres undefined),107,94,101,108,105,106,/,109
NCc1nnc(CCC(=O)c2nc3ccccc3[nH]2)o1,90,/,103,105,97,93,106,105
NC(=O)c1cnc(N/N=C/c2ccccc2)nc1N,100,91,86,91,100,100,89,112
Nc1nc(Cl)c2[nH]cnc2n1,100,85,105,98,94,102,/,113
Nc1ncnc2c1c(-c1ccc(Cl)cc1)nn2Cc1ccc(B(O)O)cc1,/,85,81,77,72,28,79,81
CCOC(=O)c1cc(C(=O)c2ccc(OC)c(OC)c2)n2ccc(/C=C/c3cc[n+](CC(=O)c4ccc(OC)c(OC)c4)cc3)cc12,97,112,98,97,97,99,99,104
CCC(O)c1cnc(OCc2ccccc2)nc1OCc1ccccc1 (centres undefined),86,113,102,113,/,108,91,101
COc1ccc(C#Cc2ccc(=O)oc2-c2cc(OC)c(OC)c(OC)c2)cc1O,44,62,24,34,39,0.9*,53,59
O=C1Nc2c(sc3ccc(Cl)cc23)C(c2cccc(Br)c2)N1 (centres undefined),92,110,96,98,97,105,108,113
O=C(O)c1ccc(N/C=C/C(=O)c2cc3cc(Br)ccc3oc2=O)cc1,93,112,99,97,100,99,101,108
OC1C2CC3C1C3C2O (centres undefined),108,99,105,96,104,105,97,112
C=C1C[C@H]2C[C@H](C)[C@H]3CC[C@H](C)C(C(=O)OCC)=C3C(=O)[C@@]2(C)C1,/,109,104,99,86,103,96,112
OCCN(CCO)c1ccccc1,98,86,111,101,135,109,115,129
Cn1cc(-c2nc(N)nnc2-c2cncc(Br)c2)c2cc(Br)ccc21,89,116,89,104,110,88,106,102
CCCCCOC(=O)c1cccc(NC(=O)CNCCCC)c1,102,81,103,84,83,104,109,101
CCOC(=O)CCCN1C/C(=C\c2ccc(Cl)cc2)C(=O)c2ccccc21,92,85,82,108,103,113,95,105
Cc1ccc(C(=O)CSc2nnc3sc(Nc4ccc(F)cc4)nn23)cc1,88,116,104,102,101,107,99,106
O=c1cc(-c2ccccc2)oc2cc(Nc3ccccc3)cc(O)c12,95,118,98,103,99,91,114,101
CCOC(=O)/C(=C/c1cccc(OC)c1)N(CC)CC,96,100,98,102,103,116,113,124
CN(CCC(=O)c1cccc2ccccc12)Cc1ccccc1,97,109,103,80,108,96,91,114
CC(Sc1nncn1-c1ccccc1)C(=O)Nc1cccc(Cl)c1 (centres undefined),108,55,97,101,93,104,108,/
Nc1ccc(-c2ccc(-c3ccccc3N)c3[nH]c4ccccc4c23)cc1,25,19,6.0*,6.6*,37,-59*,33,51
O=C(/C=C\C(=O)OC1CCCCC1)OC1CCCCC1,91,97,/,106,110,110,91,110

# The final 4 records of the part above open the next one.
SMILES,UACC-62,SK-MEL-2,SK-MEL-5,M14,MALME-3M,MDA-MB-435,UACC-257,SK-MEL-28
CN(CCC(=O)c1cccc2ccccc12)Cc1ccccc1,97,109,103,80,108,96,91,114
CC(Sc1nncn1-c1ccccc1)C(=O)Nc1cccc(Cl)c1 (centres undefined),108,55,97,101,93,104,108,/
Nc1ccc(-c2ccc(-c3ccccc3N)c3[nH]c4ccccc4c23)cc1,25,19,6.0*,6.6*,37,-59*,33,51
O=C(/C=C\C(=O)OC1CCCCC1)OC1CCCCC1,91,97,/,106,110,110,91,110
CCCCCCCCCC#N,117,95,104,102,86,109,89,95
O=CNc1ccc(I)cc1,90,113,101,106,101,105,105,108
Nc1cccc(S(=O)(=O)c2cccc(N)c2)c1,102,116,113,107,115,111,119,126
O=c1c2cc3cc(Cl)ncc3n2c(=O)c2cc3ccccc3n12,109,105,106,104,97,110,113,105
CN(C)c1ccc(/C=C2\c3ccccc3-c3ccc([N+](=O)[O-])cc32)cc1,97,110,98,104,105,102,96,103
Cc1nc2ccccc2c2cc(-c3ccccc3)oc(=O)c12,73,108,82,109,103,101,106,118
O=C(Cc1ccccc1)NCCO,92,95,99,104,98,101,100,103
O=S(=O)(O)c1c(N=Nc2c(O)ccc3ccccc23)ccc2ccccc12,101,91,97,95,99,110,106,95
Cc1ccnc2c(NC(C)CCCN)cc(O)c(O)c12 (centres undefined),105,92,96,/,123,103,97,115
CCN(CC)CCCNc1nc2ccccc2s1,101,101,107,101,114,126,97,112
O=C(O)c1ccccc1Nc1cccc(C(F)(F)F)c1,83&100,111&91,94&98,108&97,93&111,104&84,106&102,115&108
O=C(OCC1OC(c2ccccc2)OC1C1OC(c2ccccc2)OC1COC(=O)c1ccccc1)c1ccccc1 (centres undefined),80,95,92,102,96,109,92,102
O=S(=O)(c1ccccc1)N1C=C/C(=C\Cn2cc(-c3ccc(F)cc3)nn2)CC1,70,90,74,86,81,105,102,76
CCOc1ccc(N=C/C=C/c2ccccc2)c(O)c1,100,107,86,101,44,114,101,131
O=c1[nH]c2ccc([N+](=O)[O-])cc2[nH]1,100,/,98,99,/,108,/,118
NC(=O)OCC(O)COc1ccc(Cl)cc1 (centres undefined),106,93,104,105,115,94,107,115
Nc1c(Br)cc(Br)cc1CNC1CCC(O)CC1 (centres undefined),100,102,101,99,102,101,108,115
Cc1ccc(C(=O)c2sc3nc4c(cc3c2N)CCCC4)c(C)c1,24,-14*,25,31,27,-44*,58,55
O=c1oc2ccc(Br)cc2cc1/C(CS(=O)(=O)c1ccccc1)=N/Nc1ccccc1,60,104,99,98,99,100,117,101
O=C1c2ccccc2C(=O)c2c1cccc2-n1nnc2ccccc21,103,79,112,127,132,121,127,118
O=C(Cc1ccccc1Nc1c(Cl)cccc1Cl)N/N=C/c1sc(=S)n(-c2ccc(F)cc2)c1O,82,98,87,95,95,102,99,99
S=C(NCCCN1CCN(CCCNC(=S)NC2CCCCC2)CC1)NC1CCCCC1,96,91,106,104,/,103,107,123
CC(=O)C1=CC[C@H]2[C@@H]3CCC4=CC(=O)CC[C@]4(C)[C@H]3C(=O)C[C@]12C,76,93,97,85,117,84,87,96
CCOC(=O)c1nn(C2CCCCO2)c2ccc(NC(=O)Cc3ccccc3)cc12 (centres undefined),33,107,99,98,104,94,91,101
CSCCC(NC=O)C(=O)O (centres undefined),103,/,102,100,119,99,107,100

# Whole records, looked up by structure. Order of screens: UACC-62 | SK-MEL-2 | SK-MEL-5 | M14 | MALME-3M | MDA-MB-435 | UACC-257 | SK-MEL-28
# Profile of O=c1oc2ccc(Br)cc2cc1/C(CS(=O)(=O)c1ccccc1)=N/Nc1ccccc1 : 60 | 104 | 99 | 98 | 99 | 100 | 117 | 101
# Profile of O=S(=O)(O)c1c(N=Nc2c(O)ccc3ccccc23)ccc2ccccc12 : 101 | 91 | 97 | 95 | 99 | 110 | 106 | 95
# Profile of Nc1cccc(S(=O)(=O)c2cccc(N)c2)c1 : 102 | 116 | 113 | 107 | 115 | 111 | 119 | 126

# The listing picks up, starting four compounds before the break.
SMILES,UACC-62,SK-MEL-2,SK-MEL-5,M14,MALME-3M,MDA-MB-435,UACC-257,SK-MEL-28
S=C(NCCCN1CCN(CCCNC(=S)NC2CCCCC2)CC1)NC1CCCCC1,96,91,106,104,/,103,107,123
CC(=O)C1=CC[C@H]2[C@@H]3CCC4=CC(=O)CC[C@]4(C)[C@H]3C(=O)C[C@]12C,76,93,97,85,117,84,87,96
CCOC(=O)c1nn(C2CCCCO2)c2ccc(NC(=O)Cc3ccccc3)cc12 (centres undefined),33,107,99,98,104,94,91,101
CSCCC(NC=O)C(=O)O (centres undefined),103,/,102,100,119,99,107,100
Cc1ccc(-c2nnc(SCc3cc(=O)oc4c3ccc3ccccc34)n2-c2ccccc2)cc1,78,91,79,/,91,111,97,118
CC(C)CNC(=O)/C=C/c1ccc2c(c1)OCO2,90,104,108,100,120,102,105,99
CN1CCN(C(=O)C2CN(c3cccc(Cl)c3)N(c3cccc(Cl)c3)C2=O)CC1 (centres undefined),83,93,81,87,67,89,102,96
COCc1cc(C)nc2sc(-c3snnc3C)c(N)c12,94,/,97,95,98,103,93,105
O=C(Cn1cc(CN2CCN(c3ccnc4cc(Cl)ccc34)CC2)nn1)Nc1ccc(Br)cc1,60,100,62,80,85,85,89,94
CCCc1cc(NC)nc(SCC)n1,92,108,102,107,108,105,110,100
CCCc1cc(Cl)c(O)cc1O,94,104,101,95,109,110,102,109
Cc1ccc(S(=O)(=O)Oc2c(Cl)cc(Cl)cc2Cl)cc1,/,97,100,98,104,83,100,103
CCCC(=O)Nc1ccc(Nc2ncccc2C(=O)OCC)cc1,88,97,99,108,91,101,102,100
CCCCCCCCCCCCCCCCNC(=O)Nc1ccccc1Cl,92,94,100,108,117,110,94,111
Cc1c(Cl)cc(N2C(=O)c3cccc4cccc(c34)C2=O)cc1Cl,99,94,115,94,91,105,108,108
Nc1nc(N)nc(-c2cscn2)n1,96,108,102,97,85,109,106,104
CCOC(=O)c1cc(C(=O)c2cc(OC)c(OC)c(OC)c2)n2ccccc12,38,40,38,-22*,36,-42*,50,72
COc1cc(C2CC(=O)Nc3c2c(C)nn3-c2nc3ccccc3[nH]2)cc(OC)c1OC (centres undefined),97,106,100,92,106,103,97,103
Cc1ccc(Nc2nc(N)nc(N)c2N=O)cc1,84,97,97,99,91,101,99,93
O=Cc1cc2ccccc2nc1-n1cnc2ccccc21,100,111,102,100,101,104,102,113
O=c1[nH]c(-c2ccccn2)nc2sc3c(c12)CCCCC3,20,74,45,43,75,56,73,45
Cc1ccc([C@H]2C(C(=O)c3ccc(Cl)cc3)C3(N[C@@H]2c2ccccc2)C(=O)Nc2ccccc23)cc1 (some centres undefined),13,16,34,29,21,27,27,33
COc1ccc(NC(=O)C(C)=O)cc1,102,108,/,/,109,109,104,113

# Screening data as filed in PubChem.
